# Rac1 GTP hydrolysis: MgcRacGAP GTPase-activating activity inhibitors, confirmation, biochemical, ADP Hunter fluorescence; Rac GTPase-activating protein 1 (Homo sapiens); MgcRacGAP-stimulated Rac1 GTP hydrolysis, ADP Hunter fluorescence; higher % means a stronger effect; GST-tagged Rac1 F28L mutant substrate; inhibition, % at 30 µM; hits with a dose series show IC50 in µM; 340,000 tested, 0.6% active; AID 624330, 2012;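 active = first-screen hits whose inhibition reached a set limit at any dose in the follow-up dose series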;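 note: fluorescence reports GDP produced by GAP-driven GTP hydrolysis; strong numbers were not always called active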
# NS5 inhibitors: Dengue-2 NS5 methyltransferase inhibitors, primary screen, biochemical, confirmation dose response (AID 588689). Genome polyprotein (Dengue virus type 2 (strain 16681-PDK53)). Dengue-2 NS5 methyltransferase capping enzyme assay, biochemical; higher % means a stronger effect. inhibition, % at 25 µM; hits with a dose series show IC50 in µM. 340,000 tested, 0.3% active; in the data active = a potency from the dose series
# * marks the source's active call; other numbers are inactive results. An excerpt, so the mix of outcomes need not match the whole.
Rac1 GTP hydrolysis,NS5 inhibitors,SMILES
4%,1%,CC1=C(C(=O)N(C(C)C)C(C)C)CC(CC(=O)NC2CCCC2)C(=O)N1Cc1ccccc1 (stereo unspecified)
9%,-7%,COc1ccc(NC(=S)N(CCc2ccncc2)C(C)C)cc1Cl
9%,-4%,O=C(CC1CC1)Nc1ccc2c(c1)[C@H]1C[C@H](CC(=O)N3CCc4ccccc4C3)O[C@@H](CO)[C@H]1O2
13%,-7%,Cc1cccc(C#CC2=CC(=O)CC(C)(C)C2)c1
50µM*,-1%,CN(C)c1ccc(Sc2ccc3nc(N)nc(N)c3c2)cc1
5%,2%,COc1ccc(COC(=O)CCCN=C2NS(=O)(=O)c3ccccc32)cc1F
7%,-1%,Cc1n[nH]c(=O)n(N=Cc2c[nH]c3ccccc23)c1=O
10%,4%,Nc1c(C(=O)Nc2ccc(Br)cc2)sc2nc(N3CCOCC3)c3c(c12)CCCC3
13%,0%,COc1ccc(S(=O)(=O)N2CCOCC2)cc1NC(=O)CCCOc1ccc(C(C)=O)cc1
4%,6%,COC(=O)c1c(C)[nH]c(C(=O)OC(C)C(=O)NC2CCCCC2C)c1C (stereo unspecified)
13%,11%,Cc1ccc(Cc2c(-c3ccc(C)cc3)nc3ccc(Br)cn23)cc1
15%,2%,CC(=O)c1ccc2cc3c(cc2c1)OCO3
9%,21%,COc1cc2c(cc1NC(=O)c1ccccc1-c1ccccc1C(=O)O)-c1ccccc1C2
13%,-5%,Cc1ccccc1S(=O)(=O)N(C)C[C@@H]1OCc2cn(nn2)CCCC(=O)N([C@H](C)CO)C[C@H]1C
3%,3%,CCN(CC)C(=O)Cn1cc(SCC(=O)NC2CCCCC2)c2ccccc21
8%,1%,Cc1cc(S(=O)(=O)Nc2ccc(C(=O)NC3CC3)cc2)ccc1F
10%,-3%,O=C(C1CCCCC1)N1C[C@H](O)[C@@H](n2cc(C3CC3)nn2)C[C@@H]1c1ccccc1
13%,-5%,COc1ccc(S(=O)(=O)Nc2ccc3c(c2)C(=O)N([C@H](C)CO)C[C@H](C)[C@@H](CN(C)S(=O)(=O)c2cn(C)cn2)OCCCC[C@H](C)O3)cc1
15%,2%,CN1OC[C@@H]2CN(Cc3ccccc3)[C@H](c3cccc(-c4ccccc4)c3)C[C@@H]21
-20%,10%,CCCCC(=O)NC(c1ccc(OC)cc1)c1ccc2cccnc2c1O (stereo unspecified)

# 13 compounds from above, ordered by molar mass, ascending:
Rac1 GTP hydrolysis,NS5 inhibitors,SMILES
15%,2%,CC(=O)c1ccc2cc3c(cc2c1)OCO3
13%,-7%,Cc1cccc(C#CC2=CC(=O)CC(C)(C)C2)c1
7%,-1%,Cc1n[nH]c(=O)n(N=Cc2c[nH]c3ccccc23)c1=O
50µM*,-1%,CN(C)c1ccc(Sc2ccc3nc(N)nc(N)c3c2)cc1
8%,1%,Cc1cc(S(=O)(=O)Nc2ccc(C(=O)NC3CC3)cc2)ccc1F
9%,-7%,COc1ccc(NC(=S)N(CCc2ccncc2)C(C)C)cc1Cl
15%,2%,CN1OC[C@@H]2CN(Cc3ccccc3)[C@H](c3cccc(-c4ccccc4)c3)C[C@@H]21
13%,11%,Cc1ccc(Cc2c(-c3ccc(C)cc3)nc3ccc(Br)cn23)cc1
10%,-3%,O=C(C1CCCCC1)N1C[C@H](O)[C@@H](n2cc(C3CC3)nn2)C[C@@H]1c1ccccc1
9%,-4%,O=C(CC1CC1)Nc1ccc2c(c1)[C@H]1C[C@H](CC(=O)N3CCc4ccccc4C3)O[C@@H](CO)[C@H]1O2
10%,4%,Nc1c(C(=O)Nc2ccc(Br)cc2)sc2nc(N3CCOCC3)c3c(c12)CCCC3
13%,-5%,Cc1ccccc1S(=O)(=O)N(C)C[C@@H]1OCc2cn(nn2)CCCC(=O)N([C@H](C)CO)C[C@H]1C
13%,-5%,COc1ccc(S(=O)(=O)Nc2ccc3c(c2)C(=O)N([C@H](C)CO)C[C@H](C)[C@@H](CN(C)S(=O)(=O)c2cn(C)cn2)OCCCC[C@H](C)O3)cc1

# Next part.
Rac1 GTP hydrolysis,NS5 inhibitors,SMILES
7%,-13%,COc1cccc(NC(=O)N(C)C[C@H]2Oc3cc(Br)ccc3S(=O)(=O)N([C@H](C)CO)C[C@H]2C)c1
21%,2%,O=C(NCc1ccccc1Cl)C1CCN(C(=O)c2ccc(F)cc2)CC1
3%,-2%,CCN(CC(=O)Nc1ccccc1C(F)(F)F)C(=O)c1ccc(NC(=O)c2cccs2)cc1
13%,-6%,COc1cccc(/C=C/C(=O)OCC(=O)Nc2ccc3c(c2)OCO3)c1
15%,-6%,CCCCOc1ccc(C(=O)NCC(=O)N2CCN(C/C=C/c3ccccc3)CC2)cc1
7%,-5%,Cc1ccc(-c2ccc(CN3C(CC(C)C)C(=O)N(Cc4cn(CC5CCCCC5)nn4)CCS3(=O)=O)cc2)cc1 (stereo unspecified)
6%,4%,O=C(COc1ccc(Br)cc1)OCC(=O)c1ccc[nH]1
9%,2%,C[C@H](CO)N1C[C@H](C)[C@H](CN(C)C(=O)Cc2ccccc2)OCc2cnnn2CCCC1=O
9%,3%,C=CCCC(=O)N1C[C@H]2CON(C)[C@H]2C[C@H]1c1ccc(Br)cc1
14%,5%,O=C1c2ccccc2S(=O)(=O)c2cc(-c3nn[nH]n3)ccc21
3%,0%,CC(=O)Nc1ccc(C=C(C#N)c2ccc(C)cc2)cc1
11%,4%,Cc1cccc(S(=O)(=O)N(C)C[C@@H]2OCc3cnnn3CCCC(=O)N([C@@H](C)CO)C[C@@H]2C)c1
12%,1%,O=C(c1ccccc1)N(CCCl)C(=O)N(CCCl)C(=O)c1ccccc1
10%,4%,COc1ccc(OC)c(NCCN2C(=O)c3ccccc3C2=O)c1
3%,9%,COc1cccc(CNC(=O)[C@H](C)NC(=O)N2CC(=O)Nc3ccccc32)c1
8%,5%,CCOc1cc(/C=N/NC(=O)c2c(C)nc3ccc(Cl)cn23)ccc1O
9%,1%,C[C@@H]1CN([C@H](C)CO)C(=O)CCCn2nncc2CO[C@@H]1CN(C)C(=O)Nc1ccc(N2CCN(C)CC2)cc1
12%,-7%,Cc1cccc(CC(=O)NCCS(=O)(=O)N2CCN(c3ccccc3)CC2)c1
8%,5%,CC(C)CC1C(=O)N(Cc2cn(CCC3OCCO3)nn2)CCS(=O)(=O)N1Cc1ccc(-c2cccc(N(C)C)c2)cc1 (stereo unspecified)
1%,1%,COC(=O)c1ccc(CNC(=O)CN2C(=O)NC(Cc3ccccc3)(c3ccccc3)C2=O)cc1 (stereo unspecified)

# Other compounds
Rac1 GTP hydrolysis,NS5 inhibitors,SMILES
-10%,-3%,CC(=O)c1cccc(NC(=O)C2CCCN2S(=O)(=O)c2ccccc2C(F)(F)F)c1 (stereo unspecified)
-33%,-6%,COc1ccc(C(=O)N/C(=C/c2cccs2)C(=O)N2CCN(C)CC2)cc1
0%,7%,COc1ccc(CN2C(=O)C(CC(=O)NC3CCCCC3)CC(C(=O)N(C(C)C)C(C)C)=C2C)cc1 (stereo unspecified)
14%,0%,Cc1c(NC(=O)COC(=O)c2ccccc2O)c(=O)n(-c2ccccc2)n1C
-6%,-3%,C[C@@H]1CCCCO[C@@H](CN(C)Cc2ccc3c(c2)OCO3)[C@@H](C)CN([C@H](C)CO)C(=O)c2cc(NS(=O)(=O)c3ccccc3)ccc2O1
9%,2%,C#CCOC(=O)CCCN1C(=O)c2cccc3cccc(c23)C1=O
-21%,-10%,Cc1ccc([C@H]2C[C@@H](n3cc(C4CC4)nn3)[C@H](O)CN2Cc2cccs2)cc1
14%,-5%,COC(=O)C1=C(C)NC(C)=C(C(=O)OC)C1C(=O)OCC(=O)NC1CCCCC1C (stereo unspecified)
15%,-2%,COc1ccccc1C(=O)NC1CC2CCCC(C1)N2Cc1ccccc1 (stereo unspecified)
11%,-5%,Cc1noc(C)c1NC(=O)Nc1ccc2c(c1)C(=O)N([C@H](C)CO)C[C@H](C)[C@H](CN(C)C(=O)NC1CCCCC1)OCCCC[C@@H](C)O2
5%,6%,Cc1c(CC(=O)N2CCC(O)CC2)c(=O)oc2cc3c(cc12)CCC1(CCCCC1)O3
4%,1%,O=c1ccn2c(n1)SC(c1ccccc1)C2 (stereo unspecified)
9%,1%,COc1cccc(NC(=O)c2cnc(NS(=O)(=O)c3ccccc3)nc2)c1
7%,2%,Nc1ncnc2nn(C3OC(CO)C(O)C3O)nc12 (stereo unspecified)
1%,0%,O=C(N/N=C/c1c(O)ccc2ccccc12)C(=O)N1CCCC1
13%,1%,CCS(=O)(=O)c1nc(S(=O)(=O)c2ccc(C)cc2)c(N2CCCCCC2)s1
12%,-2%,Cc1cnc(CN(C)C(=O)C2CCC(=O)N(CCc3ccc(Cl)cc3)C2)[nH]1 (stereo unspecified)
1%,-16%,COC(=O)c1cccc(NC(=O)c2cccc(-n3cnnn3)c2)c1
7%,1%,COc1ccc(NC(=O)c2ccc(NC(=O)CN3CCN(c4ccccc4O)CC3)cc2)cc1
13%,-1%,CCc1c(O)nc(SCC(=O)Nc2ccccc2)n(-c2ccccc2C)c1=O

# Following part.
Rac1 GTP hydrolysis,NS5 inhibitors,SMILES
0%,1%,O=C(NCc1cccs1)c1ccc(Cl)c(S(=O)(=O)N2CCOCC2)c1
16%,-16%,CNC[C@H]1OCCCC[C@H](C)Oc2ccc(NC(=O)CCCN(C)C)cc2C(=O)N([C@H](C)CO)C[C@@H]1C
14%,-7%,CC(C)C1C(=O)N(Cc2cn(Cc3ccco3)nn2)CCS(=O)(=O)N1Cc1ccc(-c2ccc(F)cc2)cc1 (stereo unspecified)
12%,5%,CCOC(=O)CC1C(=O)NCCN1C(=S)NC(=O)c1ccc(C)c(Br)c1 (stereo unspecified)
18%,-2%,Cc1ccc(NC(=O)c2ncn(CCCNCC3CCCCC3)n2)cc1C
7%,6%,COc1ccc(C=NCCc2ccc(OC)c(OC)c2)cc1OC
12%,-1%,Cc1nc(-c2ccc(F)cc2)c(CC(=O)N(C)CC(=O)Nc2cccc(F)c2)s1
13%,-1%,COc1ccc(N2CCN(CC(=O)Nc3ccccc3C(=O)NC(C)c3ccccc3)CC2)cc1 (stereo unspecified)
13%,1%,C[C@@H]1CN([C@@H](C)CO)C(=O)CCCn2nncc2CO[C@@H]1CN(C)C(=O)Cc1ccccc1
7%,-2%,O=S(=O)(c1ccccc1)N1CCN(Cc2nnc(-c3ccccc3)o2)CC1
9%,-3%,CC(C)(C)OC(=O)N1CCc2onc(-c3ccc(Cl)cc3)c2C1=O
4%,-13%,CCOC(=O)C1(c2ccccc2)SC(C(=O)OCC)(c2ccccc2)S1 (stereo unspecified)
13%,3%,Cn1c(=O)c2c(ncn2CC(=O)OCC(=O)Nc2cccc(C#N)c2)n(C)c1=O
13%,2%,O=C(NCc1ccc(F)cc1)C1CCCN1S(=O)(=O)c1ccc(F)cc1 (stereo unspecified)
4%,0%,Cc1ccccc1OCc1nnc(SC(C)C(=O)O)n1-c1ccccc1 (stereo unspecified)
15%,-8%,CC(=O)Nc1ccc(OCc2cn(CC(=O)c3ccc(O)cc3)nn2)cc1
6%,5%,CCN(C(=S)Nc1cccc2ccccc12)c1ccccc1
9%,3%,N#Cc1cnn2c(=O)[nH]cnc12
4%,-1%,CN(C)Cc1c[nH]c2nccnc12
17%,1%,C[C@@H]1CCCCO[C@@H](CN(C)S(=O)(=O)c2ccccc2)[C@@H](C)CN([C@H](C)CO)C(=O)c2cc(N(C)C)ccc2O1

# Further structures follow:
Rac1 GTP hydrolysis,NS5 inhibitors,SMILES
4%,2%,O=C(NN=Cc1ccc(Cl)cc1Cl)c1ccccc1
5%,-1%,CSc1ncnc2c1ncn2CCCN1CCN(c2ccccn2)CC1
12%,-4%,Cc1ccc(N2CC(C(=O)Nc3cccc(S(=O)(=O)N4CCOCC4)c3)CC2=O)cc1 (stereo unspecified)
3%,3%,Cc1cccc(NC(=O)CN2CCN(C(=O)c3cc(C4CC4)nn3-c3ccccc3)CC2)c1C
6%,-1%,Cc1ccc([C@H]2C[C@H](n3cc(C4CC4)nn3)[C@@H](O)CN2Cc2cccs2)cc1
6%,3%,CCCCCCn1c(SCC(=O)NC2CCS(=O)(=O)C2)nc2ccccc2c1=O (stereo unspecified)
10%,-9%,CC(C)CC1C(=O)N(Cc2cn(CCC3OCCO3)nn2)CCS(=O)(=O)N1Cc1ccc(-c2ccc(F)cc2)cc1 (stereo unspecified)
15%,6%,CC(CN1CCN(CCOCCO)CC1)CN1c2ccccc2Sc2ccc(Cl)cc21 (stereo unspecified)
8%,-6%,Sc1ccccc1N=Cc1cccs1
6%,0%,CCOc1ccc(C(=O)CN2C(=O)NC3(CCCc4ccccc43)C2=O)cc1 (stereo unspecified)
5%,-1%,O=C(Nc1ccc(S(=O)(=O)Nc2ncccn2)cc1)c1cccc([N+](=O)[O-])c1
5%,-10%,CC(C)c1ccc(C(=O)Nc2ccc(S(=O)(=O)NC3=NCCCCC3)cc2)cc1
1%,-5%,COc1ccc(C(=O)NCC2CCCO2)cc1S(=O)(=O)NCc1ccc(Cl)cc1 (stereo unspecified)
4%,1%,COc1cccc(C(=O)c2ccncc2C(=O)O)c1OC
17%,2%,COc1ccc(C(=O)NCCCN2CCCC2=O)cc1S(=O)(=O)N1CCOCC1
8%,-2%,Cn1cc(CN2CCC(n3nccc3NC(=O)c3ccc4c(c3)OCO4)CC2)cn1
10%,10%,O=C(NN=Cc1ccccc1Cl)c1ccccc1
13%,1%,COc1cccc(S(=O)(=O)N(C)C[C@@H]2OCc3cnnn3CCCC(=O)N([C@@H](C)CO)C[C@H]2C)c1
1%,-5%,CN1C(=O)[C@H]2[C@@H](c3ccccc3)N[C@]3(CCCN(Cc4ccc(F)cc4)C3=O)[C@H]2C1=O
15%,-2%,CCN(CC)C(=O)C1=C(C)N(Cc2ccc(F)cc2)C(=O)C(CC(=O)NCc2cccs2)C1 (stereo unspecified)
1%,2%,CC1CCN(C(=O)c2[nH]cnc2C(=O)Nc2ccccc2F)CC1

# Screening results deposited in PubChem by Southern Research Specialized Biocontainment Screening Center.
